ARNT-TACC3 inh – disrupts binding between human ARNT and TACC3; AlphaScreen His-ARNT PAS-B/GST-TACC3 binding, luminescence; TACC3 fragment carries E629A point mutation; hit rate 0.66% among 390,000; inhibition, % at 9.99 µM;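 active = mean inhibition of replicates at least 50% and at least half of replicates each reaching 50%; inconclusive = half or more replicates reach 50% but mean below 50%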;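 note: 0% = complete ARNT plus TACC3 wells and 100% = ARNT alone without TACC3; many hits fall short of the cut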
DENV2 CPE – protects cells from dengue virus 2 cytopathic effect. DENV2-infected cells, cytopathic effect rescue, plate reader. CPE inhibition, % at 9.99 µM. hit rate 1.7% among 350,000. AID 651640; in the data active = CPE inhibition above about 20%, passing the limit was not always enough; inconclusive = no clear call, values can overlap the other calls; tested in BHK-21 cells;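 note: 0% = median of neutral control wells and 100% = median of positive control wells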
PAX8 reporter – lowers PAX8-driven luciferase in RMG-I cells | RMG-I TPO-luciferase reporter, SteadyGlo, 24 h | inhibition, % at 12.6 µM | hit rate 1.2% among 360,000 | AID 652154;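 active = mean replicate inhibition at least 60% with every replicate also reaching 60%; inconclusive = only one of the two criteria is met; inactive = mean below 60% and not all replicates reaching 60%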;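 note: luciferase light reporting Pax8 driven TPO promoter activity; plate controls were median of neutral control wells for no effect and mitoxantrone controls for full effect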
CASP6 VEID inh – inhibitors of human caspase-6. hit rate 0.53% among 350,000. P55212. purified caspase-6, Z-VEID-R110 cleavage fluorescence. inhibition, % at 12.5 µM;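 active = mean inhibition across replicates at least about 35%, with every replicate also reaching that limit, limit read from the data; inconclusive = only one of the two criteria met; inactive = neither criterion met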;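 note: 0% = median of neutral control wells and 100% = no fluorescence left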
Target sequence (P55212 24-179 limits assumed): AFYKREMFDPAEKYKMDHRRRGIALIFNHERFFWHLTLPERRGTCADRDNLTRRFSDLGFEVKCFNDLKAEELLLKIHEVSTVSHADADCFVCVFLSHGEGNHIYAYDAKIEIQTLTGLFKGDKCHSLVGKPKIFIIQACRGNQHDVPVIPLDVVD
Target sequence (P55212 194-293 limits assumed): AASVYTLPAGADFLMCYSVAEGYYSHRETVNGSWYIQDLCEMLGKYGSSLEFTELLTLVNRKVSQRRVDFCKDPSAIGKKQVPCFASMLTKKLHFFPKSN
LGR2 antag – Drosophila LGR2 receptor signaling inhibition; HEK293 LGR2, CRE-luciferase, bursicon-stimulated, 4 h; inhibition, % at 9.99 µM; hit rate 0.35% among 380,000;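 active = drop in luminescence signal, shown as inhibition above about 50% in the replicate tests, limit read from the data, passing the limit was not always enough; inconclusive = probably only some replicates passing the limit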;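 note: agonist challenge used bursicon conditioned medium at about half maximal strength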
EWS-Fli block – blocks EWS/Fli oncoprotein-driven transcription. A673 NR0B1-luciferase reporter, viability-normalised. AID 651661. hit rate 0.67% among 350,000. inhibition, % at 12.6 µM;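 active = mean inhibition of at least 50% after viability correction, with every replicate also passing that limit; inconclusive = mean reaches 50% but only one of two replicates passes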;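 note: firefly luciferase signal divided by Alamar Blue viability fluorescence both relative to DMSO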
SIRT5 inh – sirtuin-5 (human) deacylase inhibition; Purified SirT5, succinyl-peptide AMC, trypsin-coupled fluorescence; inhibition, % at 15 µM; hit rate 1.1% among 330,000; AID 652115; in the data active = inhibition above about 15%; inconclusive = no clear call, values can overlap the other calls
Target sequence (Q9NXA8 whole entry, looked up): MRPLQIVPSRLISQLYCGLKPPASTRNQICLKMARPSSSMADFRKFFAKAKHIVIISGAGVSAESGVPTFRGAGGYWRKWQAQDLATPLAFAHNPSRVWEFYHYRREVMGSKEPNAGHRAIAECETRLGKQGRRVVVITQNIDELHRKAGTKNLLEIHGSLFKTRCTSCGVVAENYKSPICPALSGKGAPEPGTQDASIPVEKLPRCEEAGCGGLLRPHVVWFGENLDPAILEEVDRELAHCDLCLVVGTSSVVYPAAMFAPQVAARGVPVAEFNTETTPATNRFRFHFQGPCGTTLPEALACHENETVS
An asterisk follows results filed as active; ? = inconclusive; · = not tested or not shown.

SMILES | ARNT-TACC3 inh | DENV2 CPE | PAX8 reporter | CASP6 VEID inh | LGR2 antag | EWS-Fli block | SIRT5 inh
CC(=O)N(C)C[C@@H]1Oc2ncc(C#Cc3ccccc3)cc2C(=O)N([C@@H](C)CO)C[C@H]1C | -2 | -9 | · | -1 | -9 | -2 | 1
O=C(COC(=O)COc1ccc(Cl)cc1Cl)NC1CC1 | · | 3 | -8 | 3 | 0 | -3 | 3
Cc1cccc(NC(=O)N2C3CCCC2CC(NC(=O)C2CC2)C3)c1 (centres undefined) | -17 | 4 | -5 | 0 | -8 | -10 | -9
CC(Oc1ccc(Br)cc1)C(=O)Nc1ccc(S(=O)(=O)Nc2nccs2)cc1 (centres undefined) | 0 | -6 | -17 | 4 | -2 | · | -3
O=C(CN1C(=O)NC2(CCOc3ccccc32)C1=O)Nc1ccc(F)c(F)c1F (centres undefined) | -16 | 6 | 22 | 1 | 15 | 11 | -1
CCc1cc(=O)oc2c(C)c(OCC(=O)N3CCC[C@@H]3C(=O)O)ccc12 | 7 | -20 | · | 2 | -6 | 3 | ·
COc1cc(/C=N/n2c(-c3ccccc3)n[nH]c2=S)cc(OC)c1O | 12 | 12 | -16 | 1 | 12 | 5 | 2
COc1cccc(C(O)c2nc(-c3cc4ccccc4o3)cs2)c1 (centres undefined) | · | 10 | -21 | 4 | -40 | -24 | -2
CO[C@@H]1CN(C)C(=O)c2ccc(NC(=O)c3ccc(F)cc3)cc2OC[C@@H](C)N(C(C)=O)C[C@H]1C | -6 | -1 | -12 | -3 | -10 | -7 | 2
CN(C)S(=O)(=O)c1cccc(C(=O)Nc2ccccc2C(=O)NC2CC2)c1 | 16 | 54* | -3 | -1 | -1 | 10 | -6
CCCCN(C(=O)COC(=O)c1ccccc1)c1c(N)n(CCC)c(=O)[nH]c1=O | 0 | -5 | -12 | -3 | -4 | -2 | 11
O=C(CSc1nnc(NC(=O)C2CC2)s1)Nc1ccccc1C(F)(F)F | -3 | 7 | 23 | -2 | -7 | 4 | 0
C[C@H](CO)N1C[C@H](C)[C@@H](CN(C)Cc2cncnc2)Oc2cc(-c3ccccc3F)ccc2S1(=O)=O | 0 | -4 | · | -3 | -1 | 8 | -1
CCn1c2ccccc2c2cc(NC(=O)C3CCN(S(=O)(=O)c4cccs4)CC3)ccc21 | -5 | -1 | · | -3 | 24 | 9 | -6
C[C@H](CO)N1C[C@H](C)[C@H](CN(C)C(=O)c2ccc3c(c2)OCO3)Oc2cc(-c3cncnc3)ccc2S1(=O)=O | -4 | 0 | · | 0 | -4 | -8 | -4
CCOC(=O)CNC(=O)CSc1cc(C)nc2ccc(OC)cc12 | 2 | 6 | 23 | 1 | 6 | -8 | -1
Cc1ccc2[nH]c(=O)c(C3=NN(C(=O)CCC(=O)O)C(c4cccs4)C3)c(-c3ccccc3)c2c1 (centres undefined) | -3 | -10 | 5 | 2 | 10 | 0 | 5
CC(=O)Nc1cccc(C(=O)OCC(=O)NC(=O)Cc2ccccc2)c1 | 0 | -3 | -9 | 2 | -16 | 0 | -1
Cc1ccc(S(=O)(=O)N(C)C[C@@H]2Oc3cc(C#Cc4ccncc4)ccc3S(=O)(=O)N([C@H](C)CO)C[C@H]2C)cc1 | 13 | -2 | 106* | 2 | 14 | 46 | 16*
Cc1nn(C)cc1/C=N/NC(=O)C1(O)c2ccccc2-c2ccccc21 | -6 | 7 | -3 | 2 | -3 | 4 | -5
O=C(O)C(=O)Nc1ncn[nH]1 | · | 2 | 13 | · | 3 | -3 | 0
CCSc1nc2sc3c(c2c2[n+]1CC(CBr)O2)CCCC3 (centres undefined) | · | 3 | 9 | 0 | · | -11 | 0
CC(C)(C)c1ccc(S(=O)(=O)NNC(=O)C2CCN(Cc3cccc(F)c3)CC2)cc1 | 3 | 0 | 13 | -5 | -8 | -1 | 0
O=C(NNc1ccccc1[N+](=O)[O-])Nc1cccc(Cl)c1 | 10 | -3 | -9 | 7 | -5 | 1 | ·
Cc1sc2ncnc(N3CCN(C(=O)c4ccco4)CC3)c2c1C | -2 | 1 | 17 | 4 | 8 | 0 | 0

Part of the list above, as a markdown table:
| SMILES | ARNT-TACC3 inh | DENV2 CPE | PAX8 reporter | CASP6 VEID inh | LGR2 antag | EWS-Fli block | SIRT5 inh |
| --- | --- | --- | --- | --- | --- | --- | --- |
| CCc1cc(=O)oc2c(C)c(OCC(=O)N3CCC[C@@H]3C(=O)O)ccc12 | 7 | -20 | · | 2 | -6 | 3 | · |
| COc1cc(/C=N/n2c(-c3ccccc3)n[nH]c2=S)cc(OC)c1O | 12 | 12 | -16 | 1 | 12 | 5 | 2 |

The main list resumes, starting three compounds before the break.
SMILES | ARNT-TACC3 inh | DENV2 CPE | PAX8 reporter | CASP6 VEID inh | LGR2 antag | EWS-Fli block | SIRT5 inh
CC(C)(C)c1ccc(S(=O)(=O)NNC(=O)C2CCN(Cc3cccc(F)c3)CC2)cc1 | 3 | 0 | 13 | -5 | -8 | -1 | 0
O=C(NNc1ccccc1[N+](=O)[O-])Nc1cccc(Cl)c1 | 10 | -3 | -9 | 7 | -5 | 1 | ·
Cc1sc2ncnc(N3CCN(C(=O)c4ccco4)CC3)c2c1C | -2 | 1 | 17 | 4 | 8 | 0 | 0
Cc1ccccc1NS(=O)(=O)c1ccc2c(c1)NC(=O)CCS2 | -13 | -3 | 4 | 3 | 6 | 0 | -3
Cc1ccc(-c2cn(-c3ccccc3)c(SCC(=O)NC3CCS(=O)(=O)C3)n2)cc1C (centres undefined) | 8 | -4 | -176 | 2 | -60 | -67 | 6
CC(=O)N1c2ccc(S(=O)(=O)NCCC(=O)N(C)C3CCCCC3)cc2CC1C (centres undefined) | 0 | 0 | 6 | 11 | -5 | 1 | -2
Cc1ccc(NC(=O)COC(=O)CCC(=O)c2cccs2)c(Br)c1 | -3 | 20 | -4 | -1 | -5 | -6 | 0
C[C@@H]1CCCCO[C@H](CN(C)C(=O)c2ccccc2)[C@@H](C)CN([C@@H](C)CO)C(=O)c2cc(NC(=O)Cc3ccccc3)ccc2O1 | -9 | 9 | 11 | -2 | 7 | -3 | 2
CO[C@H]1CN(C)C(=O)c2ccc(NS(C)(=O)=O)cc2OC[C@H](C)N(C(=O)c2ccc3c(c2)OCO3)C[C@@H]1C | -12 | · | 3 | · | 4 | 2 | ·
CC1(C)CCc2cc(S(=O)(=O)N3CCN(S(=O)(=O)c4c(F)cccc4F)CC3)ccc2O1 | 21 | ? | -121 | · | 5 | -50 | ·
COc1ccc(-c2cn(CC[C@H]3CC[C@H](NC(=O)Cc4ccccn4)[C@H](CO)O3)nn2)cc1 | 3 | 1 | 55 | 2 | 3 | -8 | -2
COc1ccccc1OCC(=O)N1CCCC(Nc2ccc(F)c(F)c2)C1 (centres undefined) | -4 | 5 | 5 | -4 | 3 | · | 1
CCCCNC(=O)CCn1c(=O)c2ccccc2n(CC(=O)NCCc2ccc(OC)c(OC)c2)c1=O | -14 | 4 | 6 | 0 | 22 | -7 | -4
O=C1COc2ccc(C(=O)NCc3ccco3)cc2N1 | · | 1 | · | -1 | 19 | 12 | -1
O=C(C1CCOCC1)N1CC(=O)N2[C@H](CO)[C@@H](c3ccc(C#CC4CCCCC4)cc3)[C@H]2C1 | · | -1 | 4 | 1 | -5 | -4 | -2
O=C(O)C[C@H]1C[C@H]2c3cc(NC(=O)c4ccc5c(c4)OCO5)ccc3O[C@H]2[C@@H](CO)O1 | 5 | -9 | 0 | -3 | 9 | -2 | 0
CCCCC(NC(=O)c1cccc(Br)c1)C(=O)O (centres undefined) | 0 | -1 | 2 | 1 | · | 2 | 0
Cc1cccn2c(=O)c3cc(C(=O)NC4CCCC4)c(=N)n(CCCN4CCOCC4)c3nc12 | 1 | 1 | 2 | 3 | -4 | 1 | -39
C#CCNC(=O)C[C@@H]1C[C@@]2(C(=O)OC)CCCCC=C2N(Cc2cccc3ccccc23)C1=O | · | 90* | -6 | 1 | 5 | 3 | 1
Cc1ccc2[nH]c3c(c2c1)CCN1C(=O)OC(C)(C)C31C (centres undefined) | 1 | -1 | 11 | 6 | 10 | 0 | -2
CC(=O)c1cccc(Nc2ncnc3ccc(Br)cc23)c1 | · | -4 | 14 | 2 | -3 | 6 | -2
CC(C)c1nc(SCc2ccccn2)c2c(=O)n(C)c(=O)n(C)c2n1 | -12 | 6 | 17 | 3 | 3 | 14 | -1
Cn1c(COc2ccc(C(=O)O)cc2)nc2ccccc21 | -7 | -1 | 5 | 1 | 4 | 0 | -4
C[C@@H]1CN([C@@H](C)CO)C(=O)c2ccccc2-c2ccccc2CO[C@H]1CN(C)C(=O)[C@H](C)c1ccccc1 | -7 | -2 | -21 | 0 | 33 | 0 | -7
N#C[C@H]1[C@H](c2ccc(-c3ccccc3F)cc2)[C@H](CO)N1C(=O)C1CC1 | -2 | 3 | 9 | -2 | 2 | -11 | -1
OCC[C@@H]1C[C@H](O)[C@@H](O)[C@]2(OCCc3ccccc32)O1 | -4 | -13 | -16 | · | -5 | 0 | ·
CN1CCN(CC(O)COc2ccc(S(=O)(=O)N3CCOCC3)cc2)CC1 (centres undefined) | -12 | 46* | -7 | -2 | 3 | -2 | -4
CNC(=O)COc1ccc(Nc2nnc(C)c3ccccc23)cc1 | · | 1 | 8 | 1 | -5 | -13 | 1

(continued)
SMILES | ARNT-TACC3 inh | DENV2 CPE | PAX8 reporter | CASP6 VEID inh | LGR2 antag | EWS-Fli block | SIRT5 inh
CCOc1ccc(S(=O)(=O)Nc2cccc(C(=O)N3CCN(c4ccccn4)CC3)c2)cc1 | · | 11 | 15 | 1 | 5 | -41 | ·
Cc1cccn2c(=O)nc(SCC(=O)N3CCCCCC3)nc12 | -1 | -1 | -4 | 5 | -11 | -1 | 0
CC(C)OCCCNc1nc2c(cnn2C)c(=O)[nH]1 | -3 | -2 | 4 | -4 | 9 | 11 | ·
O=C(Nc1ccc(-c2cn3ccccc3n2)cc1)c1ccco1 | -6 | -7 | -7 | 0 | · | -38 | -3
CC(Oc1ccc2c(-c3ccccc3)cc(=O)oc2c1)C(=O)NC(Cc1c[nH]c2ccccc12)C(=O)O (centres undefined) | 6 | -4 | 17 | 5 | -32 | 12 | ·
O=C(O)C[C@H]1C[C@@H]2c3cc(NS(=O)(=O)c4ccccc4)ccc3O[C@@H]2[C@@H](CO)O1 | -3 | 4 | · | -1 | 0 | 8 | 11
O=C(NCCO)c1cccc(-c2cccc3nccn23)c1 | · | 6 | 12 | -1 | 7 | -2 | ·
COCc1cc(N2CCNC[C@@H]2C)ccc1N1CCN(Cc2ccccc2)[C@H](C)C1 | · | 14 | -26 | -17 | 12 | -2 | -2
C[C@@H]1CN([C@@H](C)CO)C(=O)c2cc(NC(=O)Nc3ccc(F)cc3)ccc2O[C@@H]1CN(C)Cc1ccc(C(=O)Nc2ccccc2N)cc1 | · | -8 | 49 | 2 | 12 | -6 | 4
C[C@H]1CN([C@@H](C)CO)C(=O)c2cc(NC(=O)Nc3ccc(C(F)(F)F)cc3)ccc2O[C@@H]1CN(C)Cc1ccncc1 | 6 | -14 | 28 | 0 | 12 | 14 | 3
COC(=O)c1sc(-c2ccccc2)cc1NC(=O)C1CC1 | -4 | -1 | -19 | -1 | 43 | -3 | -9
CCCNC(=O)N1C[C@H]2[C@@H](c3ccccc31)[C@@H](CO)N2Cc1ccc(OC)cc1 | 5 | 1 | -12 | 2 | 4 | -5 | 6
CCOC(=O)c1ccc(NC(=O)CSc2nncn2-c2cccnc2)cc1 | -8 | 1 | 10 | -4 | -3 | 2 | -10
C[C@@H]1CN([C@@H](C)CO)C(=O)c2cc(NC(=O)Cn3cnnn3)ccc2O[C@H]1CN(C)S(=O)(=O)c1cccs1 | -7 | ? | · | 2 | -8 | 2 | -8
COc1ccccc1CNC(=O)COC(=O)c1cccc(S(=O)(=O)N2CCCC2)c1 | -3 | -8 | -4 | 2 | 5 | · | 1
Cc1ccc(C(=O)c2c[nH]c3c(F)cc(F)cc3c2=O)cc1 | -3 | · | -6 | · | 10 | · | ·
CCNC(=O)C[C@H]1CC[C@@H]2[C@H](COc3ccc(NC(=O)c4ccc5c(c4)OCO5)cc3C(=O)N2C)O1 | 5 | -1 | 2 | 0 | -12 | -8 | 2
NC(=O)c1ccc(Oc2cccc3cccnc23)c([N+](=O)[O-])c1 | -7 | -5 | 13 | 4 | 8 | 0 | -4
CCN(CC)C(=O)c1cn(CCC#N)nc1-c1ccc2ccccc2c1 | -4 | -4 | -4 | 2 | 14 | 4 | 1

Source: PubChem
